GALK inhibitor: galactokinase (human) inhibition. P51570. Purified GALK, Kinase-Glo residual ATP luminescence. Potency, µM (series often up to 57.5 µM), without a hit: at the top dose activity change, negative = inhibition, actives largely listed as inhibitors. actives 0.007% (n = 270,000). AID 1868; also: potency is read from the fitted curve at half-maximal effect; % is scaled to controls: 0 for no effect and ±100 for the full control effect
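ATP-depletion format; final 35 uM ATP, 100 uM D-galactose, 5 nM enzyme; pH 8.0 HEPES/Mg2+ buffer; 60 min RT; luminescence read 10 min after detection reagent.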
KCNH2 WT inh: blocks the wildtype human KCNH2 potassium channel | AID 720551 | U2OS, BacMam KCNH2, thallium flux FluxOr; active compounds read low | activity change, % at 1.84 µM | actives 0.37% (n = 340,000);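 active = maximum activity change below -70%; inconclusive = maximum activity change between -70% and -50%; inactive = maximum activity change above -50%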; also: % is scaled to controls: 0 for no effect and ±100 for the full control effect
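U2OS cells transduced with wild-type KCNH2 virus are loaded with FluxOr dye for 45 min, and thallium flux is measured in kinetic reads before and after stimulation buffer. Rate constants are normalized to DMSO controls.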
TSHR antag: human thyrotropin receptor antagonism. TSHR-expressing cells, TSH-stimulated cAMP HTRF, 2 h; active compounds read low. activity change, negative = inhibition, % at 11.5 µM. actives 0.2% (n = 330,000);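 active = activity change below a set negative limit, meaning inhibition stronger than a set level, cut at about -70% in these data; inconclusive = activity change between two set negative limits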; also: % is scaled to controls: 0 for no effect and ±100 for the full control effect
Target sequence (P16473 whole entry, looked up): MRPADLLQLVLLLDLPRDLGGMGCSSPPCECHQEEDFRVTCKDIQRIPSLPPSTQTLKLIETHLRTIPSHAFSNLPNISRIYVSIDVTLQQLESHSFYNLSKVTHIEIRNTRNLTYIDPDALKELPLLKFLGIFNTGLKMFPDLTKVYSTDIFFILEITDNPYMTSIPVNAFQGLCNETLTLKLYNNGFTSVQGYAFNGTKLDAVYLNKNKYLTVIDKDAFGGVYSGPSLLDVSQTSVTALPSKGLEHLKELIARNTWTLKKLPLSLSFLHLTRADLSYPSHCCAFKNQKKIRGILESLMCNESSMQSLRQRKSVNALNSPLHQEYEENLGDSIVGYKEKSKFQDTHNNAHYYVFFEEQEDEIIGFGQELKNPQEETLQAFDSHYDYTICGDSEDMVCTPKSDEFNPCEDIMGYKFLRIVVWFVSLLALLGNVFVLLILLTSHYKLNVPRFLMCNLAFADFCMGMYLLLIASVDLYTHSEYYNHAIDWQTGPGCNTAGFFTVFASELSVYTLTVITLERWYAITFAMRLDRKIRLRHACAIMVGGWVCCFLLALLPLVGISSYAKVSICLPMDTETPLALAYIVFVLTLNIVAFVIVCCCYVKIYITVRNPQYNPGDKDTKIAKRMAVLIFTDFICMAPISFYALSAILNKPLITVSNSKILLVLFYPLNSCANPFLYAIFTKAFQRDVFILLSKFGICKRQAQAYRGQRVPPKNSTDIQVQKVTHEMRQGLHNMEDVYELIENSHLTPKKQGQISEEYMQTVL
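TSHR-expressing cells were treated with compounds, then stimulated with TSH at EC80 (4nM final) for 2 hours at 37 deg C. Cellular cAMP was measured by HTRF competition between lysate cAMP and cAMP-d2 for a cryptate-labelled anti-cAMP antibody.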
A-T KAP1 phos: candidate therapy for ataxia-telangiectasia | […] A-T fibroblasts, KAP-1 phosphorylation AlphaLISA; neocarzinostatin DNA damage 30 min before lysis | Potency, µM (highest dose often 57.5 µM), inactives show at the top dose activation, hits mostly activators | actives 0.19% (n = 320,000); also: potency is read from the fitted curve at half-maximal effect; % of control where 0% means no effect; nearly all actives have a fitted effect of over 45% in size
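ATM-like activity read as KAP-1 phosphorylation via AlphaLISA donor/acceptor antibody pairs after lysis and 6 hr at 25C. Cells were ATM-null patient fibroblasts ([…], hTERT), dosed 60 min, then exposed to the DSB inducer NCS for 30 min.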
CXXC DNA block: MLL CXXC-DNA interaction inhibition | MLL-CXXC / FITC-HOXA9 DNA fluorescence polarization | Potency, µM (highest dose often 115 µM), for inactives: at the highest dose activity change, negative = inhibition, most hits filed as inhibitors | actives 0.037% (n = 290,000); active = well fitted inhibition curve with a large enough effect in the polarisation, with a control signal flat, not every such curve was filed as active; inconclusive = small, poorly fitted or top-dose-only effect, or effect the other way, or a change in a side signal; inactive = no such curve, though single readings can be large or run the other way; the % refers to the polarisation; also: potency is read from the fitted curve at half-maximal effect
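Steps: dispense CXXC domain solution (7 uM) → pin compounds or unlabeled HOX-A9 DNA control → 5 min ambient → add FLSN-HOX-A9 solution (50 nM) → spin → 30 min ambient → fluorescence polarization. Tris pH 7.5/NaCl/DTT/BSA buffer.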
FBPA coupling cs: coupling enzyme interference in Giardia aldolase counter-screen. actives 0.67% (n = 290,000). activity change, negative = inhibition, % at 58.2 µM, hits read low. coupling enzyme system counterscreen, AmpLite Red fluorescence; in the data active = activity change below about -30%; also: % is scaled to controls: 0 for no effect and ±100 for the full control effect
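First, compound is pin-transferred into glyceraldehyde-3-phosphate coupling-enzyme reagent at 57.5 uM final and held 10 min at RT. Next, substrate, coupling system and AmpLite Red are added. After 20 min RT, fluorescence (525/598 nm) is read.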
Tb PFK inh: inhibitors of T. brucei phosphofructokinase; T. brucei PFK, ADP-Glo luminescence; Potency, µM (titrated, usually from 57.5 µM), without a hit: at the top dose activity, negative = inhibition, hits mostly inhibitors; actives 0.17% (n = 330,000); AID 485367;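 also: potency is read from the fitted curve at half-maximal effect; 0% = uninhibited 1x PFK enzyme wells and -100% = no-enzyme wells; nearly all actives have a fitted effect of over 60% in size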
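1.25 nM PFK with 0.5 mM F6P and 0.1 mM ATP in 0.1 M TEA pH 8.0, 5 mM MgCl2, incubated 45 min at room temperature; ADP measured by ADP-Glo luminescence; compounds titrated up to 57 uM.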
Chronic BCR inh: blocks chronic active B-cell receptor signaling; ABC-DLBCL IkBa-CBG/CBR reporter, luminescence ratio, 4 h; Potency, µM (titrated, usually from 46.1 µM), for the others: top-dose ratio change, negative = lower green/red ratio, most hits filed as inhibitors; actives 0.05% (n = 340,000); AID 493014; active = well fitted inhibition curve with a large enough effect in the signal ratio, with a control signal flat, not every such curve was filed as active; inconclusive = small, poorly fitted or top-dose-only effect, or effect the other way, or a change in a side signal; the % refers to the signal ratio;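 also: potency is read from the fitted curve at half-maximal effect; plate controls were basal doxycycline-induced cells for no effect and cells given 10 µM MG132 for full effect; MG132 reads +100%, hits lower the ratio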
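Compounds up to 46 uM were incubated four hours with TMD8 cells whose green CBG68 luciferase is fused to IkappaBalpha; red CBR luminescence normalised the signal, and concentration-effect curves were fitted to fusion, red and ratio data.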
Giardia kill: Giardia lamblia killing; activity change, % at 7.66 µM, hits read low; actives 0.15% (n = 340,000); AID 540267; Giardia lamblia trophozoite viability; in the data active = activity change below about -80%; inconclusive = between about -30% and that limit;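 also: parasites exposed to compound for two days anaerobically before the ATP read; % is scaled to controls: 0 for no effect and ±100 for the full control effect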
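Giardia trophozoites, 100 cells per well, were exposed to compounds for 48 hrs at 37 deg C under anaerobic conditions; viability was then read as ATP content by bioluminescence after 15-30 min at room temperature.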
TCR act: activates T cell receptor signaling; primary human leukocytes, anti-CD3, IL-2 HTRF, 48 h; Potency, µM (series often up to 9.22 µM), inactives show at the top dose activation of IL-2 secretion, most hits filed as activators; 330,000 tested, under 10 active; AID 504894; also: % of control where 0% means no effect
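Readout: HTRF IL-2, Eu-cryptate/d2 antibody pair, 320nm excitation, 665nm emission. Stimulus: a-CD3 beads, no co-stimulation. Cells: primary human leukocytes. Exposure: 48 hr with compound.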
Starred values were filed as active, the others as inactive; [ ] = dose if it differs, or a comment. Unless noted, calls follow the shape of the dose curve; as a rule, active = well fitted curve in the direction sought with a large enough effect; inconclusive = small, poorly fitted or top-dose-only effect, or another doubt; inactive = no such curve, though single readings can be large; an effect the other way counts as inactive or inconclusive.

For CC(C)CC(=O)N1CCN(Cc2ccccc2[N+](=O)[O-])CC1 the results were GALK inhibitor 1%, KCNH2 WT inh -4, TSHR antag 15, A-T KAP1 phos -2%, CXXC DNA block 11%, FBPA coupling cs -1, Tb PFK inh -10%, Chronic BCR inh -1%, Giardia kill -7 and TCR act -7%.
`CCCS(=O)(=O)N1CCN(CCCc2ccccc2)CC1` gave GALK inhibitor 3%, KCNH2 WT inh 5, TSHR antag -6, A-T KAP1 phos 10%, CXXC DNA block -4%, FBPA coupling cs 1, Tb PFK inh -2%, Chronic BCR inh 1%, Giardia kill 2 and TCR act -5%.
CC(=O)NC(CCS(C)(=O)=O)C(=O)Nc1ccc(C)c(F)c1 (stereo not drawn) was read as GALK inhibitor 0%, KCNH2 WT inh 0, TSHR antag -7, A-T KAP1 phos -2%, CXXC DNA block inconclusive, FBPA coupling cs 3, Tb PFK inh -3%, Chronic BCR inh 1%, Giardia kill 20 and TCR act 6%.
Screening Cc1nn(-c2ccccn2)c2c1C(=O)C(Br)CC2 (stereo not drawn) returned GALK inhibitor -2%, KCNH2 WT inh 5, TSHR antag -2, A-T KAP1 phos -1%, CXXC DNA block 9%, FBPA coupling cs -64*, Tb PFK inh -4%, Chronic BCR inh inconclusive, Giardia kill -4 and TCR act 5%.
O=C(NC1CCN(C(=S)NCc2ccco2)CC1)c1ccc(F)cc1 was read as GALK inhibitor 1%, KCNH2 WT inh 4, TSHR antag -5, A-T KAP1 phos -7%, CXXC DNA block -2%, FBPA coupling cs 0, Tb PFK inh -2%, Chronic BCR inh 2%, Giardia kill -19 and TCR act 1%[46.1 µM].
For O=C(CN1C(=O)NC2(CCc3ccccc32)C1=O)Nc1cccc(F)c1 (stereo not drawn) the results were KCNH2 WT inh -1, TSHR antag 2, A-T KAP1 phos 5%, Tb PFK inh 5%, Chronic BCR inh 0%, Giardia kill -3 and TCR act 4%.
COc1ccccc1/C=C/C=N/NC(=O)c1ccncc1 was read as GALK inhibitor 1%, KCNH2 WT inh -3, TSHR antag -5, A-T KAP1 phos 9%, CXXC DNA block 7%, FBPA coupling cs -1, Tb PFK inh -2%, Chronic BCR inh inconclusive, Giardia kill 21 and TCR act -9%[46.1 µM].
For COc1ccc(OC)c(NC(=O)c2sc3ncnc(N4CCN(c5ccccn5)CC4)c3c2C)c1 the results were GALK inhibitor 16%, KCNH2 WT inh -1, TSHR antag -2, A-T KAP1 phos -1%, CXXC DNA block 1%, FBPA coupling cs -4, Tb PFK inh 3%, Chronic BCR inh -11%, Giardia kill -12 and TCR act -2%.
`Cc1cc(NCCCN2CCOCC2)n2nc(C)c(-c3ccccc3)c2n1` gave GALK inhibitor 6%, KCNH2 WT inh 4, TSHR antag 3, A-T KAP1 phos -3%, CXXC DNA block -4%, FBPA coupling cs -1, Tb PFK inh -1%, Chronic BCR inh 1%, Giardia kill 22 and TCR act 1%.
Screening O=C(Nc1ccc(Cl)cn1)c1ccc(-c2cc(Cl)ccc2Cl)o1 returned GALK inhibitor -2%, KCNH2 WT inh -5, TSHR antag 2, A-T KAP1 phos -1%, CXXC DNA block 0%, FBPA coupling cs 3, Tb PFK inh 5%, Chronic BCR inh inconclusive, Giardia kill 0 and TCR act -6%.
For Cc1ccc(/C=C2\C(=O)NC(=O)N2C)o1 the results were GALK inhibitor -7%, KCNH2 WT inh 26, TSHR antag 29, A-T KAP1 phos -9%, CXXC DNA block 2%, FBPA coupling cs 6, Tb PFK inh inconclusive, Chronic BCR inh 5%, Giardia kill -2 and TCR act -20%.
Screening Cn1c(CNc2nc(-c3ccccc3)cs2)nnc1SCC(=O)N1CCc2ccccc21 returned GALK inhibitor -2%, KCNH2 WT inh 3, TSHR antag 7, A-T KAP1 phos -2%, CXXC DNA block 10%, FBPA coupling cs 0, Tb PFK inh -8%, Chronic BCR inh -13%, Giardia kill 20 and TCR act -12%.
For COc1ccc(NC(=O)c2cc(F)cc(F)c2)cc1Cl the results were GALK inhibitor -4%, KCNH2 WT inh -5, TSHR antag -8, A-T KAP1 phos 7%, CXXC DNA block 8%, FBPA coupling cs -1, Tb PFK inh 0%, Chronic BCR inh -6%, Giardia kill -8 and TCR act 2%.
Cc1cc(C(=O)CSc2ccccc2)cc(C)c1O was read as GALK inhibitor 5%, KCNH2 WT inh 16, TSHR antag 1, A-T KAP1 phos 4%, CXXC DNA block inconclusive, FBPA coupling cs 5, Tb PFK inh 1%, Chronic BCR inh -10%, Giardia kill 6 and TCR act -6%.
Nc1ccc(N=Nc2ccccc2Cl)c(N)n1 was read as GALK inhibitor -2%, KCNH2 WT inh -5, TSHR antag -8, A-T KAP1 phos -11%, CXXC DNA block -3%, FBPA coupling cs 3, Tb PFK inh 0%, Chronic BCR inh -4%, Giardia kill 5 and TCR act -11%.
Screening COc1cccc(CNC(=O)COC(=O)c2nn(C)c(=O)c3ccccc23)c1 returned KCNH2 WT inh -2, TSHR antag 2, A-T KAP1 phos -11%, Tb PFK inh 0%, Chronic BCR inh 1%, Giardia kill 1 and TCR act -2%[46.1 µM].
For CC(C)N(c1ccccc1)c1ccc(NC(=O)CCl)cc1 the results were GALK inhibitor 1%, KCNH2 WT inh -4, TSHR antag -14, A-T KAP1 phos 6%, CXXC DNA block inconclusive, FBPA coupling cs 1, Tb PFK inh 2%, Chronic BCR inh inconclusive, Giardia kill 16 and TCR act -43%.
`Cc1ccc(C)c(S(=O)(=O)Nc2ccc(C(=O)N3CCCCC3)cc2)c1` gave GALK inhibitor 1%, KCNH2 WT inh 3, TSHR antag 1, A-T KAP1 phos 8%, CXXC DNA block 8%, Tb PFK inh -10%, Chronic BCR inh inconclusive, Giardia kill -4 and TCR act -27%.
CCOC(=O)C1CCCN(C/C(O)=C(\C#N)c2nc(-c3ccc(Cl)cc3)cs2)C1 (stereo not drawn) was read as GALK inhibitor -1%, KCNH2 WT inh -21, TSHR antag -11, A-T KAP1 phos 3%, CXXC DNA block -14%, FBPA coupling cs 1, Tb PFK inh 2%, Chronic BCR inh inconclusive, Giardia kill -2 and TCR act 8%.
`Cc1ccc(C(C)NC(=O)c2ccc3c(c2)OCCO3)cc1C` (stereo not drawn) gave GALK inhibitor -9%, KCNH2 WT inh -5, TSHR antag 14, A-T KAP1 phos 0%, CXXC DNA block -10%, FBPA coupling cs 4, Tb PFK inh -4%, Chronic BCR inh -3% and Giardia kill -3.
For CCc1cccc(OCC(=O)Nc2ccc(C)c(S(=O)(=O)N3CCCCCC3)c2)c1 the results were KCNH2 WT inh 16, A-T KAP1 phos 9%, Tb PFK inh 0%, Chronic BCR inh inconclusive, Giardia kill 2 and TCR act 10%.
For O=C1/C(=C/c2ccco2)SC(=S)N1CCC(=O)N1CCCCC1CCO (stereo not drawn) the results were GALK inhibitor 5%, KCNH2 WT inh -7, TSHR antag 14, A-T KAP1 phos 1%, CXXC DNA block -1%, Tb PFK inh -15%, Chronic BCR inh inconclusive, Giardia kill -19 and TCR act 7%.
Cc1csc(NC(=O)CCc2c(C)nc3cc(-c4ccc(Cl)cc4)nn3c2C)n1 was read as KCNH2 WT inh 0, TSHR antag 3, A-T KAP1 phos -19%, CXXC DNA block 23%, FBPA coupling cs 1, Tb PFK inh 0%, Chronic BCR inh inconclusive, Giardia kill -16 and TCR act -3%.
For Cc1cc(NC(=O)c2cc(-c3ccc(Br)cc3)on2)no1 the results were GALK inhibitor 1%, KCNH2 WT inh -4, TSHR antag -4, A-T KAP1 phos 2%, CXXC DNA block 1%, FBPA coupling cs 0, Tb PFK inh 1%, Chronic BCR inh 0%, Giardia kill -5 and TCR act -1%.
Screening Cc1ccc(CNS(=O)(=O)c2ccc(-n3cnnn3)c(C)c2)cc1 returned GALK inhibitor 11%, KCNH2 WT inh 5, TSHR antag 14, A-T KAP1 phos 1%, CXXC DNA block -1%, FBPA coupling cs 2, Tb PFK inh 2%, Chronic BCR inh 1%, Giardia kill 6 and TCR act -3%.

Already shown: 2 of the compounds above.
For Cc1cc(NC(=O)c2cc(-c3ccc(Br)cc3)on2)no1 the results were GALK inhibitor 1%, KCNH2 WT inh -4, TSHR antag -4, A-T KAP1 phos 2%, CXXC DNA block 1%, FBPA coupling cs 0, Tb PFK inh 1%, Chronic BCR inh 0%, Giardia kill -5 and TCR act -1%.
Screening Cc1ccc(CNS(=O)(=O)c2ccc(-n3cnnn3)c(C)c2)cc1 returned GALK inhibitor 11%, KCNH2 WT inh 5, TSHR antag 14, A-T KAP1 phos 1%, CXXC DNA block -1%, FBPA coupling cs 2, Tb PFK inh 2%, Chronic BCR inh 1%, Giardia kill 6 and TCR act -3%.
